Screening data deposited in PubChem BioAssay by Johns Hopkins Ion Channel Center.
KCNQ2 block: KCNQ2 potassium channel inhibitors, primary screen, cell-based, CHO-K1, FluxOR thallium flux, B-score (AID 2156); O88943; 20 min; stronger effect = lower value; B-score at 10 µM; 310,000 compounds, 1.1% hits;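 active = fluorescence ratio B-score at most minus 3 library SDs, with starting brightness B-score within 2 library SDs, cut at about -5.5 in these data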
Kir21 inh: blocks the mouse Kir2.1 inward-rectifier potassium channel; P35561; HEK293-Kir2.1, FluxOR thallium flux fluorescence; stronger effect = lower value; 310,000 compounds, 0.85% hits; AID 1672; B-score at 10 µM;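 active = fluorescence ratio B-score at or below minus 3 SD of library scores, with starting-brightness B-score within 2 SD, cut at about -4.2 in these data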;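 note: channel flux triggered by added potassium and thallium sulfate stimulus; B-score of peak minus minimum fluorescence over baseline after thallium stimulus; more negative B-score means stronger Kir2.1 block with less thallium influx; some compounds called inactive have numbers as strong as hits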
Target sequence (P35561 whole entry, looked up): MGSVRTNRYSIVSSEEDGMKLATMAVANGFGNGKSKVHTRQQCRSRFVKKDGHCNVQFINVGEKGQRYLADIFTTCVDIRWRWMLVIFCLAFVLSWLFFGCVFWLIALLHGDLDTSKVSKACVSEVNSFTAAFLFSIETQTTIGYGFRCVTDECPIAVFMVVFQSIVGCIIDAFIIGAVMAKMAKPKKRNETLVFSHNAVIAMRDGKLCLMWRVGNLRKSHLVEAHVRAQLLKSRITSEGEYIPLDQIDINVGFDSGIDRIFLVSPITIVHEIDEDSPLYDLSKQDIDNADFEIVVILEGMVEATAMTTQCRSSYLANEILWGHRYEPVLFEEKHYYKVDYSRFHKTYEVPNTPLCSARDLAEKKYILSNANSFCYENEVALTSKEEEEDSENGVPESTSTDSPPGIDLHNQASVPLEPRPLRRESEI
Active calls of the source: *; i = inactive.

SMILES	KCNQ2 block	Kir21 inh
COCc1nnc(NC(=O)c2ccc(S(=O)(=O)N3CCOCC3)cc2)o1	i	0.3
O=C1NC2=C(C(=O)CCC2)C(c2ccc3ncccc3c2)N1 (stereo not drawn)	i	-1.8
CCC(NS(=O)(=O)c1ccc(OC)cc1)C(=O)NCCC1=CCCCC1 (stereo not drawn)	i	-0.21
COc1ccccc1-c1nc(SC)n[nH]1	i	0.18
NC(=O)c1cccc2ccccc12	i	1.1
Cc1ccc(CNC(=O)CN(c2ccc(Cl)cc2)S(C)(=O)=O)cc1	i	-0.8
CCN(CC)c1ccc(-c2nn3c(-c4n[nH]c5c4CCC5)nnc3s2)cc1	i	0.89
NC(=O)COC(=O)c1c2c(nc3ccccc13)CCC2	i	0.25
Cc1nn(C(C)C(=O)c2cccc(Cl)c2)c(C)c1[N+](=O)[O-] (stereo not drawn)	i	1.2
O=c1c2c([N+](=O)[O-])cc([N+](=O)[O-])cc2nc2ccccn12	i	0.87
CCCCN(C)C(=O)C1CCCN(S(=O)(=O)c2ccc3c(c2)CC(C)N3C(=O)C2CC2)C1 (stereo not drawn)	i	-0.58
CC(C)C[C@H](NC(=O)N1c2ccccc2NC(=O)[C@@H]1C(C)C)C(=O)N[C@@H](Cc1ccccc1)C(=O)O	i	-1.1
CCc1cc2c(=O)[nH]c(CC(N)=O)nc2s1	i	0.88
Cc1cc(C)c[n+](-c2[nH]c(=O)sc2/C=N/N=C(\[O-])c2cccnc2)c1	i	-0.7
CCCc1c(CC)c(=N)c2ccccc2n1C	i	0.76
COc1ccc(OC)c(N2C(=O)CC(Cc3cc(C)cc(C)c3)C2=O)c1 (stereo not drawn)	i	-2.2
CC(C)CN(CCCNC(=O)CN1C(=O)CSc2ccc(S(=O)(=O)N3CCOCC3)cc21)CC(C)C	i	2.9
CC(=O)N1[C@H](C)C=C[C@]1(Cc1ccccc1)C(=O)NCCc1c[nH]c2ccccc12	i	1.8
COCCC1CCCCN1C(=O)c1cc(COc2cccc(C(C)=O)c2)on1 (stereo not drawn)	i	-0.22
CCOc1ccc(NC(=O)[C@@H](NC(=O)c2ccco2)C(C)C)cc1	i	-1.6
CCOC(=O)c1ccc(NC(=O)C(C)Sc2nc(O)c(-c3ccccc3)c(=O)[nH]2)cc1 (stereo not drawn)	i	0.74
O=C(Nc1sc2c(c1-c1nc3ccccc3[nH]1)CCCC2)C1CC1	i	-0.94
COc1ccc(C(=O)O/N=C(\N)c2ccccc2)cc1	i	2
O=C1C(=O)N(C/C=C/c2ccccc2)c2ccccc21	i	1.3
COc1ccccc1-c1cc(C(=O)NCCCN2CCOCC2)no1	i	-0.79
O=C(CNC(=O)c1ccc(Cl)cc1)N/N=C/c1cccnc1	i	-0.24
Cc1[nH]c(=O)[nH]c(=O)c1CSc1nnc(CCCCCNC(=O)OC(C)(C)C)o1	i	0.26
Cc1nc(SCCC(=O)O)c2ccccc2n1	i	2.4
COc1ccc(C(=O)Nc2ccc(S(=O)(=O)N3CCCC3)cc2)c(OC)c1	i	-0.95
Cc1cc2c(cc(C(=O)OC(C(=O)NCc3ccco3)C(C)C)n2C)o1 (stereo not drawn)	i	-0.25
CC(=O)Nc1cccc(NC(=O)C(=O)c2cn(CC(=O)N3CCCCC3)c3ccccc23)c1	i	1.3
Cc1ccc2c(c1C)OC(=O)CC2(C)C	i	-0.54
Fc1cccc(/C=N/Nc2nccnc2Cl)c1	i	-0.04
Cc1cccc(C)c1NC(=O)Cc1cccs1	i	-0.25
CCOc1cccc(CN2CCC(n3nccc3NC(=O)CCCc3ccccc3)CC2)c1	i	-1.8
CCN1CCN(c2ccc(S(=O)(=O)N3CCCCC3)cc2NC(=O)c2ccc(C)o2)CC1	i	2.3
O=C(CCC(=O)OCc1ccc([N+](=O)[O-])cc1)Nc1ccccc1Cl	i	-0.12
O=C(Cc1cccs1)Nc1ccc(Cl)cc1	i	0.95
CCOC(=O)c1cn(CC(=O)Nc2ccc(C)cc2)nn1	i	0.29
COC(=O)C1=CN(Cc2ccc(OC)c(OC)c2)C=C(C(=O)OC)C1c1ccccc1F	i	-0.58
COC(=O)C1=C(CS(=O)(=O)c2ccc(OC)cc2)NC(=O)NC1c1ccccc1 (stereo not drawn)	i	0.93
COC(=O)CCC(=O)OC1(C)C(=O)C=C2C=C(C3CC3)N(Cc3ccc(OC)cc3)C=C2C1=O (stereo not drawn)	i	-0.69
CCCc1nnc(SCC(=O)O)n1CC	i	0.96
CSCC(=O)N1CCCC(CNC(=O)c2ccccc2Cl)C1 (stereo not drawn)	i	-0.23
O=C(CSc1ccc(-c2ccc(F)cc2)nn1)N1CCCCC1	i	0.67
COC(=O)c1ccc(Cl)c(NC(=O)CN2CCOCC2)c1	i	0.09
CC(C)Cc1nc2sc3c(NCc4ccco4)ncnc3c2c2c1COC(C)(C)C2	i	-0.22
CC(=O)Nc1ccc(S(=O)(=O)c2c(N)n(CCN3CCOCC3)c3nc4ccccc4nc23)cc1	i	1.3
N/C(Cc1cccc2ccccc12)=N\OC(=O)COc1ccccc1	i	0.75
CCN1CCN(Cc2c(O)ccc3c(=O)c(-c4ccc(OC)c(OC)c4)c(C)oc23)CC1	i	1.2

Next section; the last three above are carried over.
SMILES	KCNQ2 block	Kir21 inh
CC(=O)Nc1ccc(S(=O)(=O)c2c(N)n(CCN3CCOCC3)c3nc4ccccc4nc23)cc1	i	1.3
N/C(Cc1cccc2ccccc12)=N\OC(=O)COc1ccccc1	i	0.75
CCN1CCN(Cc2c(O)ccc3c(=O)c(-c4ccc(OC)c(OC)c4)c(C)oc23)CC1	i	1.2
N#Cc1ccccc1S(=O)(=O)N1CCN(S(=O)(=O)c2ccc(Br)c(C(=O)O)c2)CC1	i	-0.5
O=C(CSc1ccc(Cl)cc1)Nc1cccc(NC(=O)c2ccco2)c1	i	0.01
Cc1cccc(CN2CCN(C(=O)c3ccccc3F)CC2)c1	i	0.63
C(=N\N1CCN(C2c3ccccc3-c3ccccc32)CC1)/c1ccncc1	i	-0.21
CCN1CCCC1CNC(=O)C1CCN(Cc2nc(-c3cccc(Br)c3)oc2C)CC1 (stereo not drawn)	i	-2.2
CCOC(=O)C1=C(C)NC(=NC)SC1c1ccccc1 (stereo not drawn)	i	-1.8
CC[C@@H](C)[C@H](NC(=O)OCc1ccccc1)c1nnc([C@@H](NC(=O)OCc2ccccc2)[C@@H](C)CC)o1	i	-0.45
CC(C)(C)C(=O)NC1CCN(S(C)(=O)=O)CC1	i	0.59
CCc1c(C(=O)NNC(=O)Nc2ccc3c(c2)OCO3)csc1C	i	0.16
Cc1ccc(S(=O)(=O)N(C)c2ccccc2)cc1	i	0.24
CC(=O)Nc1ccc2c(c1)nc1n2CCOC1	i	0.28
CCN1CCN(c2ccc(S(=O)(=O)N3CCCCC3)cc2NC(=O)c2cccc(F)c2)CC1	i	-0.4
Cc1cc(C(=O)N2CCN(c3ccccn3)CC2)no1	i	0.3
CCOc1cccc(CN2CCN(CCc3ccccc3)C(CCO)C2)c1O (stereo not drawn)	i	0.52
CSc1ccc(/C=N/S(=O)(=O)c2ccccc2)cc1	i	0.76
CCOC(=O)N1CCC(N(CCN(C)C)C(=S)Nc2ccc(OCC)cc2)CC1	i	-0.14
CC(C)c1cc(C(=O)N2CCCC(CCC(=O)NCc3ccccc3F)C2)n(C)n1 (stereo not drawn)	i	-0.56
Cc1ccc(NC(=O)CSc2nncn2-c2ccccn2)cc1Cl	i	-0.13
CCN(Cc1ccncc1)C(=O)CCc1nnc(CCc2ccc(OC)cc2)o1	i	-0.66
CC(O)c1ccc(Oc2cnccn2)cc1 (stereo not drawn)	i	-0.56
Cc1cc(Cl)ccc1C(=O)C1CCCN(C(=O)CN2CCOC2=O)C1 (stereo not drawn)	i	-0.05
CN1C(=O)c2ccccc2N(C)C1c1ccccc1Cl (stereo not drawn)	i	-0.69
CC(NC(=O)c1cc(-c2cccs2)on1)c1ccccc1 (stereo not drawn)	i	-1
O=C(CSc1nnc(CNC(=O)c2ccccc2)o1)NCc1ccccc1Cl	i	-0.7
CCOC(=O)N/N=C1\CC(C)CC(C)(C)C1 (stereo not drawn)	i	1.7
CCOC(=O)Cc1nnc(NC(=O)C(CC)Sc2nncn2C)s1 (stereo not drawn)	i	-0.01
O=C(COc1ccc(F)cc1)N(c1ccccn1)C1CCCCC1	-6.8*	-2.2
O=S(=O)(Nc1ccc(N2CCOCC2)nn1)c1ccccc1	i	-1.8
CCCCSCc1[nH]c(=O)[nH]c1C(=O)CCCCC(=O)OCC	i	0.9
CN(c1ccc(C(=O)O)cc1)S(=O)(=O)c1ccc(Cl)cc1	i	-0.01
Cc1ccc(C)c(Cn2nnc3c(=O)[nH]c(C4CCCN(C(=O)c5cccs5)C4)nc32)c1 (stereo not drawn)	i	0.06
CCOC(=O)CSc1nc(-c2ccccc2)nc2ccc(C)cc12	i	0.39
O=C(NC(Nc1ccc(F)cc1)(C(F)(F)F)C(F)(F)F)c1cccnc1	i	0.9
CSc1ccccc1NC(=O)Nc1cccc(Cl)c1Cl	i	-0.6
COc1ccc(C(=O)CCN2CCCC(C)C2)cc1 (stereo not drawn)	i	-1
CSCC[C@H](NC(=O)[C@@H]1CSC2c3ccccc3C(=O)N21)C(=O)N1CCC[C@H]1CO (stereo partly drawn)	i	-0.1
NC(=O)CSc1nnc2ccc(-c3ccc(Cl)cc3)nn12	i	-0.42
CCn1c(COc2cccc(C)c2)nnc1SCC(=O)CC(=O)Nc1ccccc1OC	i	0.03
O=C(O)Cn1nc(C(F)(F)F)c2c1CCCC2	i	-2
CCn1cc(Br)c(C(=O)Nc2ccc(Cl)cc2Cl)n1	i	-0.1
c1ccc(Cn2nnc3c(N4CCN(Cc5ccc6c(c5)OCO6)CC4)ncnc32)cc1	i	0.87
CCS(=O)(=O)Nc1cccc(-c2nc3cccnc3s2)c1C	i	-0.32
COc1ccc2oc(C(=O)OC/C(O)=C(\C#N)c3nc4ccccc4[nH]3)c(C)c2c1	i	1.2
CSc1nsc(SC)c1NC(=O)OCCc1ccccn1	i	0.11
COc1cccc(Nc2ncccc2C(=O)O)c1	i	2.5
CCOC(=O)N1CCN(C(=O)Cc2ccc(-n3c(=S)[nH]c4ccccc4c3=O)cc2)CC1	i	-0.01
CCOC(=O)c1cc(-c2ccccc2)n(CCC(=O)N2CCN(c3ccc(OC)cc3)CC2)c1C	i	-0.13
COc1ccc(/C=N/Nc2nccnc2Cl)cc1	i	-0.11
Cc1cccc(CCNC(=O)CCCOc2cc(=O)n(C)c3ccccc23)c1	i	-1
COc1ccccc1NC(=O)c1ccccc1NC(=O)c1ccccc1C(=O)O	i	0.6

Going on with the list:
SMILES	KCNQ2 block	Kir21 inh
Cc1ccc(S(=O)(=O)/N=C(\N)c2ccc(F)cc2)cc1	i	-0.46
CCc1ccc(S(=O)(=O)Nc2cc3c(cc2N2CCOCC2)n(C)c(=O)c(=O)n3C)cc1	i	1
COc1ccc(C(CNC(=O)c2ccc(S(=O)(=O)Nc3ccccc3C)cc2)N2CCOCC2)cc1 (stereo not drawn)	i	0.52
O=C(NN1C(=O)C2C3C=CC(O3)C2C1=O)c1ccccc1 (stereo not drawn)	i	0.15
N#Cc1nc(-c2ccccc2F)oc1NCCc1ccccc1	i	1.7
CCN(CC)C(=O)c1cc2c(=O)n3cccc(C)c3nc2s1	i	-0.05
O=C(CCCCC(=O)Nc1ccccc1Cl)Nc1ccccc1Cl	i	1.2
O=C(CN1CCC(n2nnc3cc(F)ccc32)CC1)NCCc1ccccc1	i	-0.35
Cc1ccc(NC(=O)Cn2cnc3sc(C(=O)NCc4ccco4)c(C)c3c2=O)cc1Cl	i	-0.08
CCOc1ccccc1NC(=O)COC(=O)c1ccccc1SCC(=O)N1CCCC1	i	-3.1
O=C(O)c1ccc(N/N=C/c2cccc3cccnc23)cc1	i	0.12
CCOC(=O)/C=C1\CN(Cc2cc(OC)c(OC)c(OC)c2)S(=O)(=O)c2ccccc21	i	-0.45
CCOC(=O)C1=C(C(F)(F)F)Nc2ncnn2C1c1cc(OC)ccc1OC (stereo not drawn)	i	-1.5
c1ccc(Cc2ccc(OCCCNC3CCCC3)cc2)cc1	i	-8.1*
CCOc1ccc(-n2c(Cc3cc(=O)[nH]c(=O)[nH]3)nnc2SCc2cccnc2)cc1	i	0.75
COc1ccc(-c2noc3c2-c2nc(C(C)C)sc2CC3)cc1	i	0.98
CCC(C(=O)NCCc1c[nH]c2cc(OC)ccc12)c1ccccc1 (stereo not drawn)	i	-3
Cc1cc(=S)[nH]c2c(C)cccc12	i	0.07
CCOc1ccc(N(CC(=O)NC2CCCCC2)C(=O)CNC(=O)c2ccco2)cc1	i	1.2
Cc1cc(C)c2nc(N(CCN(C)C)C(=O)/C=C/c3cccs3)sc2c1	i	-0.21
N#Cc1cnn(-c2cccc(Cl)c2)c1N	i	0.74

2 entries from above, with each value named.
compound: Cc1ccc(NC(=O)Cn2cnc3sc(C(=O)NCc4ccco4)c(C)c3c2=O)cc1Cl
  KCNQ2 block = i	Kir21 inh = -0.08
compound: CCOc1ccccc1NC(=O)COC(=O)c1ccccc1SCC(=O)N1CCCC1
  KCNQ2 block = i	Kir21 inh = -3.1
